Source: PubChem
HCV inhibitor – qHTS Assay for Inhibitors of Hepatitis C Virus (HCV) | AID 651820, 2012 | Potency, µM (titrated, usually from 41.8 µM), for inactives: at the top dose activity change, negative = inhibition, hits mostly inhibitors | actives 3.4% (n = 340,000) | Huh7.5.1 HCVcc-Cre infection, luciferase reporter, 44 h; also: potency is read from the fitted curve at half-maximal effect; % is scaled to controls: 0 for no effect and ±100 for the full control effect
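Cells (1,000/well) were plated 4 h before compound, then infected with HCVcc-Cre virus (~0.5 moi). After 44 h further culture, infection was read as luciferase luminescence following a 15 min substrate incubation at room temperature.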
TbPYK inhibitor – qHTS of Trypanosoma Brucei Inhibitors; pyruvate kinase (Trypanosoma brucei), Q57TT1; TbPYK enzyme, Kinase-Glo Plus ATP luminescence, 45 min; Potency, µM (doses to about 76.8 µM), for inactives: at the top dose activity, negative = inhibition, most hits filed as inhibitors; actives 0.12% (n = 410,000); also: potency is read from the fitted curve at half-maximal effect; % is scaled to controls: 0 for no effect and ±100 for the full control effect; nearly all actives have a fitted effect of over 50% in size
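Assay buffer: 50 mM TEA pH 7.2, 100 mM KCl, 10 mM MgCl2, 0.05% BSA, 0.01% Tween-20. Pyruvate kinase from T. brucei plus substrate met compound, then ADP (130 uM final). Luminescence was read post 45 min RT.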
Pf growth 96h – Primary qHTS for delayed death inhibitors of the malarial parasite plastid, 96 hour incubation. P. falciparum luciferase reporter growth, 96 h. Potency, µM (top dose mostly 28.7 µM), for the others: at the top dose activity change, negative = inhibition, hits mostly inhibitors. actives 6.9% (n = 320,000); also: potency is read from the fitted curve at half-maximal effect; % is scaled to controls: 0 for no effect and ±100 for the full control effect
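Two-generation exposure (96 h) targets delayed-death phenotype. Reporter parasites carrying integrated firefly luciferase, in red cells at 2% hematocrit and 0.05% parasitemia final, kept at 37 C, 5% CO2; luminescence loss indicates inhibition.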
Pf growth 48h – Primary qHTS for delayed death inhibitors of the malarial parasite plastid, 48 hour incubation; P. falciparum luciferase growth in erythrocytes, 48 h; Potency, µM (top dose mostly 28.7 µM), without a hit: at the highest dose activity change, negative = inhibition, hits mostly inhibitors; actives 5.9% (n = 310,000); AID 504832, 2011; also: potency is read from the fitted curve at half-maximal effect; % is scaled to controls: 0 for no effect and ±100 for the full control effect
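Growth was read as firefly luciferase luminescence after a 48 h, 37 C, 5% CO2 exposure of compounds to reporter-bearing P. falciparum cultures (0.1% parasitemia, 2% hematocrit final) in Albumax-supplemented RPMI 1640.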
LmPK inhibitor – qHTS Assay for Inhibitors of Leishmania Mexicana Pyruvate Kinase (LmPK). Potency, µM (highest dose often 57.5 µM), without a hit: top-dose activity change, negative = inhibition, usual class: inhibitors. Q27686. purified LmPK, Kinase-Glo ATP luminescence, 1 h. actives 0.37% (n = 290,000); also: potency is read from the fitted curve at half-maximal effect; % is scaled to controls: 0 for no effect and ±100 for the full control effect
Target sequence (Q27686 whole entry, looked up): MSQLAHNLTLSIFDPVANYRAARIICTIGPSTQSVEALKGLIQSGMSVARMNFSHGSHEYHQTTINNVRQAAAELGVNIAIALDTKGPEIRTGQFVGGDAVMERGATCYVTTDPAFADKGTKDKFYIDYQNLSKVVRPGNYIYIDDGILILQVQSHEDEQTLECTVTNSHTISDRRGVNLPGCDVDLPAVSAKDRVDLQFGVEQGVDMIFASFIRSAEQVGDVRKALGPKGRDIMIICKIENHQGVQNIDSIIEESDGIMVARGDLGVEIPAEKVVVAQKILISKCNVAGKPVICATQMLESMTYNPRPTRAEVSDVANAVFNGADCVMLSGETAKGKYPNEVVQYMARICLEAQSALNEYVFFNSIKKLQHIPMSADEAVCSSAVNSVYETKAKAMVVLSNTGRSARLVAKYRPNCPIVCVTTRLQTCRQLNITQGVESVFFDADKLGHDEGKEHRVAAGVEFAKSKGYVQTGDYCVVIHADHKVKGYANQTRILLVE
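Purified LmPK (0.1 nM) with 0.5 mM PEP and 0.1 mM ADP in imidazole buffer pH 7.2 with MgCl2/KCl, 1 h at room temperature. ATP formed was read by luciferase luminescence and normalized to no-enzyme and uninhibited controls.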
Cycloheximide cs – Cycloheximide Counterscreen for Small Molecule Inhibitors of Shiga Toxin; actives 12% (n = 300,000); max response, %; cell reporter, cycloheximide protein synthesis inhibition counterscreen; in the data active = max response mostly above about 13%, no sharp cut-off; inactive = mostly below about 14%; also: read at 38.3 µM for the half of the compounds with a filed dose; 0% is about no effect
Shiga inhibitor – A qHTS for Small Molecule Inhibitors of Shiga Toxin. Vero cells, Shiga toxin protein synthesis inhibition reporter. inhibition, % at 38.7 µM. actives 9.2% (n = 290,000); in the data active = inhibition mostly above about 28%, no sharp cut-off; inactive = mostly below about 43%; also: 0% is about no effect
An asterisk follows results filed as active; ? = inconclusive; nt = not tested or not shown; & = joins results of further samples; [ ] = remark or other dose. Unless noted, calls follow the shape of the dose curve; as a rule, active = well fitted curve in the direction sought with a large enough effect; inconclusive = small, poorly fitted or top-dose-only effect, or another doubt; inactive = no such curve, though single readings can be large; an effect the other way counts as inactive or inconclusive.

compound | Shiga inhibitor | Pf growth 96h | HCV inhibitor | Pf growth 48h | TbPYK inhibitor | Cycloheximide cs | LmPK inhibitor
COP(=O)(OC)Oc1ccc(C(O)C(Cl)(Cl)Cl)cc1 (configuration not stated) | 4.7 | 23.6% | 26.2% | 9.1% | 0.6% | -1.1 | -0.7%
O=C(NC1CCN(Cc2ccccc2)CC1)c1ccc(N2CC3CC(C2)c2cccc(=O)n2C3)c([N+](=O)[O-])c1 (configuration not stated) | -8.6 | ? | -5.8% | -16.5% | 4.8% | -3.4 | -2.4%
COc1ccccc1NS(=O)(=O)c1cccc(C(=O)NCC(c2ccccc2OC)N2CCCC2)c1 (configuration not stated) | nt | ? | -20.8% | 8.28µM* | -23.2% | nt | nt
COc1ccc(OCC(=O)NNC(=S)NC(=O)C2CC2)cc1 | -2.3 | ? | 5.0% | -29.7% | 0.3% | 11.2 | -6.4%
COc1ccc(Cl)cc1NC(=S)NCCC(c1ccccc1)c1ccccc1 | -8.5 | ? | ? | ? | 2.1% | -2.6 | 0.1%
Cc1cccc(NS(=O)(=O)c2ccc(-c3ccc(=O)[nH]n3)o2)c1 | -8.9 | -4.3% | 13.6% | -1.2% | -3.7% | 0.3 | -0.8%
CC1CN(C(=O)c2cccc(S(=O)(=O)NCc3ccccc3)c2)CC(C)O1 (configuration not stated) | nt | -29.0% | 9.6% | -20.1% | -0.2% | nt | nt
COc1ccc(/C=C/C(=O)N2CCC(C(N)=O)CC2)cc1S(=O)(=O)N1CCOCC1 | 21.9 | 2.5% | 19.7% | -3.8% | -1.7% | -3.9 | 4.2%
CC(C)Oc1ccc(S(=O)(=O)N2CCOCC2)cc1NC(=O)C1CCC1 | nt | ? | 11.8% | -11.4% | 5.1% | nt | nt
CC(C)c1ccc(NC(=O)c2cc3c(=O)n(C)c4ccccc4c3n2C)cc1 | 16.2 | -29.6% | ? | -24.3% | 3.7% | 0.8 | 8.4%
Cc1cc(C)cc(CSCC(=O)N/N=C/c2ccc(OCC(=O)NCc3ccco3)cc2)c1 | -4.2 | ? | -14.1% | ? | -8.4% | -3.5 | 0.7%
C[C@@H](C(=O)CC(=O)OC(C)(C)C)[C@@H](O)c1c(F)cccc1Cl | 2.8&-2.5 | 27.0% | -6.0% | 27.2% | 6.2% | 1.3&10.7 | -0.1%
C=CCN1CCN(C(=O)CCCc2ccccc2)CC1 | 9.4 | 47.0%[activator] | -2.5% | -10.1% | 2.3% | 1.1 | 1.1%
CN(C)CCCN1C(=O)c2cccc3c(Br)ccc(c23)C1=O | 41.6 | ? | ? | -12.6% | -1.9% | 13.2 | 6.2%
O=C(Nc1cc([N+](=O)[O-])ccc1F)C1CC1 | -6.9 | -28.3% | 0.4% | -3.4% | 0.4% | -7.4 | -3.8%
O=C(Nc1ccc(O)c(-c2nc3ccccc3o2)c1)C1(c2ccc(Cl)cc2)CCCC1 | 8.4 | ? | ? | 2.33µM* | -0.4% | 13.8 | -0.2%
O=C(Nc1nccs1)c1ccc(Br)cc1 | 132.8* | 0.0% | -9.6% | 0.0% | -0.8% | 27.0* | -5.6%
Cc1ccc(NC(=O)Cc2nnc(SCC(=O)NC3CCCC3)n2C)cc1C | -3.6 | 0.3% | -3.3% | 3.0% | -1.0% | -2.2 | -1.9%
NCCNc1cc(N2CCCC2)ccc1[N+](=O)[O-] | -5.2 | 15.9% | -26.1% | -26.1% | 4.5% | -1.1 | -2.3%
COc1ccc(S(=O)(=O)Nc2nc3c(s2)C(=O)CC(C)(C)C3)cc1 | 1.7 | ? | 17.3% | 4.4% | 3.2% | -2.6 | 4.4%
CN(C)/C=C/c1c([N+](=O)[O-])c2ccc(O)cc2n1-c1ccccc1 | -6.1 | 10.4µM* | ? | ? | -11.5% | -1.1 | -6.3%
COc1ccc(C(=O)Nc2cccc(C(=O)NCc3ccco3)c2)cc1 | 20.8 | 9.3% | ? | 35.7%[activator] | -2.3% | 12.1* | 2.5%
CC1CCCCN1Cc1c(O)ccc2c(=O)c(-c3nc4ccccc4s3)c(N)oc12 (configuration not stated) | 63.1* | 1.04µM* | 10µM* | 0.828µM* | -0.9% | 40.2* | -0.9%
Cc1nc(NC(=O)c2ccccc2)nc2cc3c(cc12)OCO3 | 91.6* | 316.6%[activator] | 8.5% | 157.5%[activator] | -5.6% | 46.1* | -15.0%
CC(=O)c1ccc(N2CCN(CC(=O)NCc3ccccc3)CC2)cc1 | 3.3 | -1.0% | 7.3% | 15.0% | 1.6% | -2.6 | 3.8%
O=[N+]([O-])c1ccc(-n2cc(-c3ccccc3)nn2)cc1 | 11.4 | 70.4%[activator] | 4.1% | 53.9%[activator] | 0.3% | 14.4* | 10.0%
COc1ccc(/C=C/C(=O)NCC(=O)N/N=C(/CCC(=O)O)c2ccccc2)cc1 | 0.0 | 20.1% | -10.3% | -1.1% | 2.6% | 8.2 | -1.6%
Cc1cc2c(c(=O)n1Cc1cccnc1)C(c1cccs1)C(C#N)=C(N)O2 (configuration not stated) | 21.3 | ? | -19.5% | nt | -3.4% | 8.1 | 7.6%
COCCNC(=O)c1cn(C)c2ccc(S(=O)(=O)N3CCCCC3)cc2c1=O | -4.6 | ? | -3.2% | 6.2% | 1.5% | -9.4 | -6.5%
COc1ccccc1OCC(=O)Nc1cc(NC(=O)COc2ccccc2OC)cc(C(=O)O)c1 | -6.7 | ? | 32.4%[activator] | 0.0% | -9.2% | -1.2 | 0.8%
COC(=O)c1ccc(COc2ccccc2OC)o1 | 23.1 | 21.2% | 21.8% | 28.6% | 0.0% | 11.9 | -2.4%
O=C(CCC(=O)N1CCN(c2ccc(O)cc2)CC1)c1cccs1 | 51.9* | 7.38µM* | -14.2% | 13.1µM* | -20.9% | 30.5* | -15.3%
CCCC(=O)C1=C(O)C(C(=O)OC)C(C)(C)CC1=Nc1cccc([N+](=O)[O-])c1 (configuration not stated) | nt | -29.1% | -11.0% | ? | 2.5% | 1.0 | 6.5%
O=C1c2ccccc2C(Nc2ccc3c(c2)OCCO3)N1c1ccc(Cl)cn1 (configuration not stated) | 44.4 | 31.6%[activator] | -22.8% | nt | -0.1% | 9.9* | 0.7%
COc1cc(CN2CCCC(N3CCN(c4ccccc4C)CC3)C2)ccc1O (configuration not stated) | 5.1 | 55.1%[activator] | ? | 8.28µM* | -2.2% | -0.6 | 5.4%
CCN(C(=O)c1ccncc1)c1c(N)n(Cc2ccccc2)c(=O)[nH]c1=O | nt | 3.3% | 30.6%[activator] | 1.5% | 1.9% | nt | nt
CCN(CC(=O)NCc1cccs1)C(=O)c1ccc(S(=O)(=O)Nc2ccccc2F)cc1 | nt | 6.9% | 6.3% | -25.1% | 3.2% | nt | nt
Cc1ccc(-c2cc(=O)[nH][nH]2)c(C)c1 | -12.4 | ? | 5.7% | 20.7% | -10.5% | -3.1 | 0.2%
CC(C)c1ccc(S(=O)(=O)N2CCN(C(=O)Cc3ccsc3)CC2)cc1 | nt | ? | -5.5% | ? | -4.3% | nt | nt
CCOC(=O)c1c(NC(=O)COC(=O)c2cnccn2)sc(C(=O)NC)c1C | nt | 47.0%[activator] | 9.3% | 4.9% | 1.7% | nt | nt
Cc1csc(C(C#N)C(=O)c2ccc(S(=O)(=O)N3CCCC3)cc2)n1 (configuration not stated) | -9.0 | nt | 0.7% | -3.1% | 0.9% | 4.7 | 0.8%
Cc1ccc(CC(=O)N2CC(C)OC(C)C2)cc1 (configuration not stated) | -6.2 | 39.1%[activator] | -1.0% | 38.0%[activator] | 2.5% | -4.6 | 0.8%
COc1cc(C)c(S(=O)(=O)Nc2ccccc2F)cc1C | -6.0 | -12.3% | 5.0% | 3.4% | 6.4% | -2.6 | -5.2%
CN1/C(=C\C(=O)COC(=O)c2ccccc2O)C(C)(C)c2ccccc21 | 49.8 | -15.6% | ? | -13.8% | 2.1% | 7.6 | 0.8%
CSc1nc(-c2ccco2)nn1C(=O)c1ccc(C)cc1 | 1.8 | -0.8% | 2.9% | 8.2% | 1.8% | -2.3 | -1.5%
C/C(=N\NC(=O)CNc1ccccc1Cl)C(C)(C)C | -2.7 | ? | -20.2% | 66.2%[activator] | -0.1% | -2.8 | 0.5%
CC1CC(C)CN(C(=O)c2nn(C)c3c2CS(=O)(=O)c2ccccc2-3)C1 (configuration not stated) | -4.6 | ? | 5.7% | 25.4% | 5.1% | -2.6 | -4.0%
CCc1cccc(C)c1NC(=O)CN1CCN(S(=O)(=O)c2ccc(C(C)(C)C)cc2)CC1 | nt | 0.928µM* | 2µM* | 1.65µM* | 10.4% | nt | nt
O=C(Nc1ccc(OC(F)(F)F)cc1)C1CC(c2ccc(F)cc2)=NO1 (configuration not stated) | -10.5 | 0.0% | 4.3% | -13.0% | 2.9% | -3.0 | 10.0%[11.5 µM]
O=C(OCn1nnc2ccccc2c1=O)c1cc2ccccc2o1 | 3.5 | -0.8% | 15.6% | 4.1% | -4.4% | -7.5 | 1.8%

The list continues:
compound | Shiga inhibitor | Pf growth 96h | HCV inhibitor | Pf growth 48h | TbPYK inhibitor | Cycloheximide cs | LmPK inhibitor
COc1cc2ccccc2cc1C(=O)N(CCN(C)C)c1nc2ccc(Br)cc2s1 | 3.4 | ? | -17.9% | ? | 4.2% | 4.9 | 1.6%
COc1cccc(CNC(=O)CCNC(=O)c2ccccc2OC)c1 | -3.5 | 2.2% | 4.0% | -2.1% | 0.1% | 0.9 | -10.4%
CC(=O)C1C(c2ccc(C)cc2)c2c(n[nH]c2C)CC1(C)O (configuration not stated) | -10.6 | 0.0% | 9.2% | nt | 6.3% | -6.9 | -4.3%
N#Cc1c(N)c(C(=O)c2ccccc2)n2c1CCCC2 | 4.1 | nt | 6.9% | 16.2% | -1.4% | -1.2 | -1.6%
CCN(Cc1ccccc1)C(=O)Cn1c(=O)n(CC(=O)N2CCCCC2)c(=O)c2sccc21 | -10.0 | ? | 11.6% | -4.1% | -4.7% | 0.9 | -9.4%
Cc1cc(C)nc(Nc2n[nH]c(-c3ccccc3C)n2)n1 | 100.3* | ? | 14.6% | 70.0%[activator] | 3.8% | 42.1* | -2.4%

Compounds as they come, and some 24% of all compounds hit somewhere here.
